# Assay outcomes from PubChem.
# GPR151 ag: activators of human GPR151, primary screen, cell-based, PathHunter beta-arrestin, luminescence; PathHunter beta-arrestin GPR151 cells; activation, % at 11.2 µM; 1% of 650,000 active; in the data active = activation above about 4.9%;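 also: 0% = median of compound wells and 100% = cells with positive control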
# Target sequence (Q8TDV0 whole entry, looked up): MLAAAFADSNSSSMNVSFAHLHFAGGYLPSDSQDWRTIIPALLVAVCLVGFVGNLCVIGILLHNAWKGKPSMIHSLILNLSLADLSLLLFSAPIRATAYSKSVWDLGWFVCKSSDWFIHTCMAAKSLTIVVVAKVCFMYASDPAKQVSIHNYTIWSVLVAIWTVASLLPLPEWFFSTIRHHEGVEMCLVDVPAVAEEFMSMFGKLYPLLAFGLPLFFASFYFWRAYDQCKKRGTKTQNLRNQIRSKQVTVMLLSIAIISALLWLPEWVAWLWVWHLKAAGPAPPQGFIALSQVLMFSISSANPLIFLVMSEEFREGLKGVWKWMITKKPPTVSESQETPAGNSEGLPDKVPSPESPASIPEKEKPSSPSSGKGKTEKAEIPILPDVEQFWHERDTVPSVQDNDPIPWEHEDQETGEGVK
# TEAD-YAP inh: TEAD-YAP interaction inhibition, primary screen, TEAD-YAP interaction inhibitor project, luminescence, HEK-TIYL cells. inhibition, % at 9.12 µM. TEAD-Gal4/YAP UAS-luciferase luminescence. AID 1259422, 2018. 1.4% of 640,000 active; in the data active = inhibition above about 32%;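 also: 0% = median of test compound wells and 100% = reference inhibitor wells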
# FBW7 act: FBW7 E3 ligase activators, primary screen, biochemical, AlphaScreen, human | F-box/WD repeat-containing protein 7 (Homo sapiens), Q969H0 | AlphaScreen FBW7–phospho-cyclin E peptide binding, activator screen | normalized activity (activation), % at 26.1 µM | 0.13% of 650,000 active | AID 1259310, 2017; in the data active = normalized activity above about 1.9%;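 also: purified mutant Fbw7 with reduced substrate affinity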
# Target sequence (Q969H0 whole entry, looked up): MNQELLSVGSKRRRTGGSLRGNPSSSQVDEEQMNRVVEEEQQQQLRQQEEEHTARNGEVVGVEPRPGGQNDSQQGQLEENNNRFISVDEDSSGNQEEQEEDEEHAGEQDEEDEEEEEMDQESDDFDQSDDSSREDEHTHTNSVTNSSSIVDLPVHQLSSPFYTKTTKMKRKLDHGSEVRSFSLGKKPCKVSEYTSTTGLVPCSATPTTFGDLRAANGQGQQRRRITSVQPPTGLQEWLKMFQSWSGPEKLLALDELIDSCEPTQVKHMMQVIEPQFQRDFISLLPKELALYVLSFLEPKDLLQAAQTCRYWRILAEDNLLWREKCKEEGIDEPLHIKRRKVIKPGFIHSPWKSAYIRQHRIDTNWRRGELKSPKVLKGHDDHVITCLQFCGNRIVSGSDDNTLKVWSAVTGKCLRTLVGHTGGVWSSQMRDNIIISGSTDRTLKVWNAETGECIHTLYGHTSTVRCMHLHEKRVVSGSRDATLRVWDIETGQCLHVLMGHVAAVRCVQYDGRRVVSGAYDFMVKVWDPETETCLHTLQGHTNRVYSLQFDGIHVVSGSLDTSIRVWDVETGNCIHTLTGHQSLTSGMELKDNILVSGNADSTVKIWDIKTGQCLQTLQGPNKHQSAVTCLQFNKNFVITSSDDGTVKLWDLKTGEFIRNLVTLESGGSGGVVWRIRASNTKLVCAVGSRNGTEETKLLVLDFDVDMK
# MITF primary: MITF inhibitors, primary screen, biochemical, AlphaScreen, human; inhibition, % at 2.6 µM; AlphaScreen MITF homodimerization, bead proximity signal; 0.91% of 650,000 active; in the data active = inhibition above about 50%;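 also: 0% = vehicle wells with protein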
# An asterisk follows results filed as active; . = not tested or not shown; & = joins results of further samples. Hits appear at their usual frequency; overall some 3.4% were active at least once.
SMILES,GPR151 ag,TEAD-YAP inh,FBW7 act,MITF primary
CC(C)(C)n1ncc2c(=O)n(CC(=O)Nc3cccc(Cl)c3)cnc21,0.6,5,-0.1,-14
C=CCn1c(C)cc(C(=O)COC(=O)/C=C/c2ccc(OC)cc2)c1C,-0.7,-13,0.4,17
COc1cc(C2C3=C(CC(C)(C)CC3=O)OC3=C2C(=O)CC(C)(C)C3)c(Br)cc1O,-0.3,13,-0.1,-1
CSCC(=O)N1CCC(C(Cc2ccccc2C)N(C)C(=O)C2CCC2)CC1 (stereo unspecified),-1.1,-9,0.0,5
CN(Cc1ccccc1)C(=O)CCC1=NS(=O)(=O)c2ccccc2N1,1.5,8,0.1,2
CCOC(=O)CSc1nc2c(sc(=S)n2Cc2ccccc2)c(=O)n1-c1ccccc1,-0.1,0,0.0,7
CCCNS(=O)(=O)c1cc(Br)cc2c1N(C(C)=O)CC2,-1.9,-9,-0.2,6
COCCn1c(=O)[nH]c2nc(-c3ccc(N4CCNCC4)cc3)cnc21,-0.7,10,0.3,16
O=C(CNS(=O)(=O)c1cccs1)N1CCCC1,-0.6,-9,-0.1,-7
CC(=O)N1CCOc2cc(S(=O)(=O)NC(C)c3ccccc3)ccc21 (stereo unspecified),2.5,-6,0.1,2
COc1cccc(C(=O)Nc2nnc(-c3ccc4c(c3)CCCC4)o2)c1OC,-2.0,1,0.1,-3
COc1ccccc1CNc1nc2nc(C)c(C)c(=O)n2[nH]1,1.9,6,-0.1,1
Cc1cccc(-n2nnc(-c3nc(-c4ccncc4)no3)c2N)c1C,-0.7,-12,0.2,-11
COc1cccc(C(N)=O)c1OC(=O)Cc1ccccc1F,-3.4,-10,-0.1,-9
CC(=O)CC(NC(=S)N1CCOCC1)c1ccccc1 (stereo unspecified),1.0&-0.5,-3&5,-0.1&0.0,-9&8
COC(=O)c1c(N)c(C#N)c2n1CCCC2,0.3,5,-0.2,11
CCOc1cc(C)c(S(=O)(=O)NCc2ccc3c(c2)OCO3)cc1C,-0.2,3,0.1,16
CN(CC(=O)O)c1ccc(C(F)(F)F)cc1[N+](=O)[O-],1.3,3,0.1,-2
COCC(C)NC(=O)CN1C(=O)NC2(CCCCC2)C1=O (stereo unspecified),1.7,-2,-0.1,-8
COc1ccc(OC)c(/C=N/NC(=O)c2cccnc2)c1,-0.6,11,0.2,4
c1ccc(CNc2ccc3ncc(-c4cccc5ccccc45)n3n2)nc1,-1.5,2,-0.3,-2
O=C(O)c1cc(-c2cccc(O)c2O)nc2n[nH]c(-c3ccccc3)c12,0.0,-6,-0.1,3
CCN1C(=O)C(C)(C)COc2cc(NS(=O)(=O)c3ccc(C)s3)ccc21,-0.1,6,1.2,24
COc1ccccc1/C=C(\NC(=O)c1ccccc1)C(=O)N1CCOCC1,-1.0,13,0.0,10
Cc1nn(C)cc1-c1nc2cnccn2c1NC(C)(C)C,-0.2,2,0.1,-4
CCc1ccc(OCC(=O)Nc2ccc(S(=O)(=O)N3CCCCC3C)cc2)cc1 (stereo unspecified),4.3,-11,0.3,-11
Cc1cc(C)c2cc(C#N)c(N3CCCN(C(=S)NCCCN(C)C)CC3)nc2c1,0.5,2,0.0,-2
O=C(CCC1(Cc2cccs2)CCC(=O)N1)NCCn1ccc2ccccc21 (stereo unspecified),-0.8,3,-0.1,-6
O=c1c2sccc2nc(SCc2ccccc2F)n1-c1ccc(F)cc1,0.5,-4,-0.1,-1
Cc1cc(=O)[nH]c(SCC(=O)c2ccc(OC(F)F)cc2)n1,1.9,3,-0.2,3

# 13 compounds from above, ordered by heavy-atom count, falling:
SMILES,GPR151 ag,TEAD-YAP inh,FBW7 act,MITF primary
CCOC(=O)CSc1nc2c(sc(=S)n2Cc2ccccc2)c(=O)n1-c1ccccc1,-0.1,0,0.0,7
Cc1cc(C)c2cc(C#N)c(N3CCCN(C(=S)NCCCN(C)C)CC3)nc2c1,0.5,2,0.0,-2
CCc1ccc(OCC(=O)Nc2ccc(S(=O)(=O)N3CCCCC3C)cc2)cc1 (stereo unspecified),4.3,-11,0.3,-11
CSCC(=O)N1CCC(C(Cc2ccccc2C)N(C)C(=O)C2CCC2)CC1 (stereo unspecified),-1.1,-9,0.0,5
COc1ccccc1/C=C(\NC(=O)c1ccccc1)C(=O)N1CCOCC1,-1.0,13,0.0,10
C=CCn1c(C)cc(C(=O)COC(=O)/C=C/c2ccc(OC)cc2)c1C,-0.7,-13,0.4,17
Cc1cccc(-n2nnc(-c3nc(-c4ccncc4)no3)c2N)c1C,-0.7,-12,0.2,-11
COc1cccc(C(N)=O)c1OC(=O)Cc1ccccc1F,-3.4,-10,-0.1,-9
COCC(C)NC(=O)CN1C(=O)NC2(CCCCC2)C1=O (stereo unspecified),1.7,-2,-0.1,-8
CCCNS(=O)(=O)c1cc(Br)cc2c1N(C(C)=O)CC2,-1.9,-9,-0.2,6
CN(CC(=O)O)c1ccc(C(F)(F)F)cc1[N+](=O)[O-],1.3,3,0.1,-2
O=C(CNS(=O)(=O)c1cccs1)N1CCCC1,-0.6,-9,-0.1,-7
COC(=O)c1c(N)c(C#N)c2n1CCCC2,0.3,5,-0.2,11

# Following part
SMILES,GPR151 ag,TEAD-YAP inh,FBW7 act,MITF primary
CC(C)(C)NS(=O)(=O)c1ccccc1[N+](=O)[O-],-0.3,-3,0.0,9
O=C(NCC1CCC2(CCN(Cc3ccccn3)CC2)O1)c1ccc2ccccc2c1 (stereo unspecified),-0.6,-7,-0.3,4
COCCN1C(=O)C(C)Oc2cc3c(cc21)CCCC3 (stereo unspecified),-0.6,2,0.5,17
CCOC(=O)c1nc2ccccc2s1,1.6,-9,0.3,4
CNC(=O)C1CCN(S(=O)(=O)c2cc(C)ccc2OC)CC1,-0.4,8,0.0,2
COc1ccc(C2Nc3ccccc3C(=O)N2Cc2ccco2)cc1COc1c(C)cccc1C (stereo unspecified),0.8,12,-0.3,-4
CNC(=S)N1CCN(c2nccnc2NS(=O)(=O)c2c(C)noc2C)CC1,0.0,-4,-0.4,16
Cc1cc(C)nc(N2CCC(N(CC3CC3)C(=O)c3ccc(S(C)(=O)=O)cc3)CC2)n1,2.1,-5,-0.1,-10
CCOC(=O)N1CCN(C(=O)CN2C(=O)COc3ccc(C(C)(C)C)cc32)CC1,0.0,-2,0.0,-2
CCCOc1ccc(CNC(=O)CCCn2ncn3c(cc4occc43)c2=O)cc1,-0.1,0,0.0,4

# Complete entries from above. Screens in order: GPR151 ag | TEAD-YAP inh | FBW7 act | MITF primary
# CC(C)(C)NS(=O)(=O)c1ccccc1[N+](=O)[O-] is listed with -0.3 | -3 | 0.0 | 9
# CCOC(=O)c1nc2ccccc2s1 is listed with 1.6 | -9 | 0.3 | 4
# CCOC(=O)N1CCN(C(=O)CN2C(=O)COc3ccc(C(C)(C)C)cc32)CC1 is listed with 0.0 | -2 | 0.0 | -2

# The list goes on.
SMILES,GPR151 ag,TEAD-YAP inh,FBW7 act,MITF primary
O=C(c1ccco1)N1CCC(Cn2ccnc2)CC1,-1.1,-8,0.7,11
CCOc1ccc(NC(=O)CS/C(NC(=O)c2ccccc2)=C(\C#N)C(CC(=O)c2ccccc2)c2ccccc2Cl)cc1 (stereo unspecified),-1.5,2,0.1,-5
CC(=O)c1ccc(N2CCN(C(=O)c3oc(=O)c4ccccc4c3-c3ccccc3)CC2)cc1,-0.1,-5,0.0,6
CCOc1ccc(C2CC(c3ccccc3)Nc3nc(N)nn32)cc1 (stereo unspecified),1.9,-12,0.1,0
O=C(Nc1sc2c(c1C(=O)Nc1ccccc1)CCCC2)c1ccco1,0.5,16,-0.1,3
O=C(CN(c1ccc(Cl)cc1)S(=O)(=O)c1ccccc1)NCCSc1ccccn1,-1.3,-3,-0.2,5
COc1ccc(C2(C(=O)Nc3ccccc3C)CCOCC2)cc1,-2.6,-7,0.0,-13
Cc1cccc(/C(N)=N/OC(=O)COc2ccccc2Cl)c1,0.5,-34,0.3,0
Cc1cc2c(cc3c(=O)n(CC(=O)NCc4ccc(Cl)cc4)ncn32)s1,-0.1,-5,-0.1,0
Cc1onc(-c2ccccc2Cl)c1C(=O)Nc1cccc(C(F)(F)F)c1,-0.2,-5,0.3,-21
OCCN1CCN(c2nccn3c(-c4cccc(OC(F)(F)F)c4)cnc23)CC1,-1.2,5,-0.5,21
O=C(Nc1cccc(F)c1)c1cc(S(=O)(=O)NCc2ccccc2Cl)ccc1F,0.0,16,0.2,16
CC(=O)NC1=NN(C(C)=O)C(c2ccc([N+](=O)[O-])cc2)S1 (stereo unspecified),1.0,-3,-0.1,-2
CS(=O)(=O)N(CC(=O)Nc1c(F)cccc1F)c1ccc(OCc2ccccc2)cc1,-0.6,5,0.0,-8
CCCn1nnc(NC(=O)c2ccc(Br)cc2)n1,-1.1,-59,0.2,-22
Cc1ccc(CNC(=O)Nc2nnc(N(C)Cc3ccccc3)s2)cc1,1.9,1,0.3,4
O=C(CSc1ncnc2sc(-c3ccccc3)cc12)Nc1ccccc1F,0.4,-2,0.3,13
O=c1c(-c2cc3ccccc3o2)coc2ccccc12,-1.3,-29,0.1,-9
Cn1nc2sc3ccccc3n2c(=O)c1=O,-1.3,1,-0.1,-5
O=C(O)/C=C\C(=O)Nc1cc(Cl)ccc1Cl,-0.1,-3,0.6,10
O=C(Nc1ccc(Cl)c([N+](=O)[O-])c1)c1ccc(F)cc1,-0.1,-10,0.0,0
C=C1C(=O)O[C@H](CCCCCCCC)[C@H]1C(=O)O,-0.5,.,.,16
C/C(CC(=O)Nc1ccc2c(c1)OCCO2)=N\NC(=O)c1cc2ccccc2cc1O,0.1,5,-0.3,-14
Cc1ccc(N(C(=O)C(C)C)C2C=CS(=O)(=O)C2)cc1C (stereo unspecified),-0.1,8,-0.2,7
Cc1ccc2nc(CN3CCN(Cc4ccsc4)CC3)nc(N3CCSCC3)c2c1,0.3,4,-0.1,5
COc1ccc(N2CC(C(=O)OCC(=O)c3ccccc3)CC2=O)cc1 (stereo unspecified),1.3,3,-0.1,-6
CCN=c1scc(-c2ccccc2F)n1/N=C/c1cc2c(cc1[N+](=O)[O-])OCO2,-1.6,26,-0.3,30
CCOC(=O)C1=C(C)N=c2s/c(=C\c3ccc(OCc4ccccc4Cl)cc3)c(=O)n2C1c1ccc(Cl)cc1 (stereo unspecified),0.0,-1,0.2,-3
CC(=O)N1CCN(c2ccccc2NC(=O)COc2cc(C)ccc2C(C)C)CC1,0.5,-1,-0.1,1
Cc1ccc(NC(=O)c2ccccc2NC(=O)c2ccc(S(=O)(=O)N3CCCC3)cc2)c(C(=O)c2ccccc2)c1,-0.2,-5,0.1,-10
COc1ccc(-c2cc(-c3ccc(C)cc3)[nH]c(=O)c2C#N)cc1,0.0,-5,0.0,7
COc1cccc2c1OC(c1cccc(Cl)c1)N1N=C(c3ccco3)CC21 (stereo unspecified),1.1,-66,-0.2,3
CCOC(=O)N/N=C/c1cccc(OC)c1O,-0.3,-26,0.3,5
CC(C)(C)N(Cc1ccccc1)C(=O)CN1C(=O)c2ccccc2C1=O,-0.3,-56,0.0,6
COc1ccccc1C(=O)Nc1ccc2nc(SCC(=O)Nc3ccc(C(C)C)cc3)sc2c1,-0.8,-15,0.0,-9
COc1cc(OC)cc(C(=O)Nc2c3c(nn2-c2cccc(C)c2)CSC3)c1,0.5,6,0.2,12
COC(=O)c1c(NC(=O)C(F)(F)F)sc2c1CCCC2,-0.8,-4,-0.1,-85
Nc1cc(Oc2ccc(F)cc2)cc([N+](=O)[O-])c1,0.9,-10,-0.1,-2
COc1ccc(-c2csc(Nc3ccc(Cl)cn3)n2)cc1,0.3,-38,0.3,3
Cc1cc(C2C(C#N)=C(N)N(c3ccccc3C(F)(F)F)C3=C2C(=O)CC(C)(C)C3)c(C)s1 (stereo unspecified),0.6,7,0.0,5
FC(F)(F)c1cccc(CNc2ccnc(N3CCOCC3)n2)c1,0.3,11,0.1,-3
NC(=O)Nc1ccc(C(=O)Nc2ccc3c(c2)CCC3)cc1,0.5,-38,-0.2,-7
O=C(NC(=S)N1CCN(c2ccc(O)cc2)CC1)c1ccco1,1.5,0,0.9,10
O=C(Cn1ncc2c1-c1ccccc1OC2)NCc1ccccn1,-2.0,8,0.1,6
Cc1noc(C(=O)Nc2cccnc2Cl)c1Cl,2.0,-34,0.1,0
O=C(COc1ccccc1Cl)NCc1ccco1,0.3,6,0.0,5
CCn1c(=NC(=O)C(C)(C)C)sc2cc([N+](=O)[O-])ccc21,-0.3,-10,0.0,-5
CC(C)[C@H](Cn1nnc2ccccc21)NC(=O)c1ccncc1,-0.7,6,-0.1,10
CC(=O)Nc1ccc(C(=O)Cn2cnc3c(cnn3-c3ccc(F)cc3)c2=O)cc1,-0.1,2,0.0,17
CCOC(=O)C1=C(C)N=c2s/c(=C\c3ccc(OCc4ccc(Cl)cc4)cc3)c(=O)n2C1c1ccc(OC)c(OC)c1 (stereo unspecified),1.3,11,0.3,-2
# The results go on:
SMILES,GPR151 ag,TEAD-YAP inh,FBW7 act,MITF primary
COC(=O)c1ccc(CS(=O)(=O)c2ccc(F)cc2)o1,0.3,-9,0.1,7
COc1cccc(C(C(=O)NC2CCCC2)N(C(=O)c2csnn2)c2ccccc2)c1 (stereo unspecified),-0.9,-11,0.5,12
CCNc1nc(NCCN(C(C)C)C(C)C)c2ncn(CCN3CCCC3=O)c2n1,1.1,4,0.1,5
c1ccc(Oc2ccc(Nc3cc(-c4ccccc4)ncn3)cc2)cc1,1.9,6,0.4,6
O=C(Nc1ccccc1)OCCOc1ccc(Br)cc1,-0.9,0,-0.2,0
